Source: PubChem (several laboratories)
IEC-6 tox: cytotoxicity in IEC-6 intestinal epithelial cells, primary screen, cytotoxicity control for KLF5 inhibitor project, cell-based, luminescence. 290,000 tested, 0.78% active. IEC-6 cytotoxicity, luminescence viability. inhibition, % at 5 µM. AID 1825, 2009; in the data active means inhibition above about 22%;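 further: 0% = plate median of test compound wells and 100% = cytotoxic reference compound wells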
KLF5 inh: KLF5 expression inhibitors, primary screen, DLD-1 cells, luminescence. inhibition, % at 5 µM. AID 1700, 2009. DLD-1 KLF5 promoter-luciferase reporter. 290,000 tested, 0.23% active;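 active means inhibition above a per-plate limit of that plate's mean compound inhibition plus 3 SD, cut at about 60% in these data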;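 further: 0% = DMSO wells and 100% = LY294002 at 200 µM; higher means less KLF5 promoter-driven luciferase light; inactives centre near -14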
HSF-1 act: HSF-1 activators, primary screen, NIH3T3-HGL cells, MG132 stress, luminescence, single point; NIH3T3-HGL HSF-1 luciferase reporter, 8 h; 100% = twice DMSO control signal; activation, % at 9 µM; 300,000 tested, 1.7% active;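 active means mean replicate activation of at least 50% with a set share of replicates each reaching 50%; inconclusive means only one of those two conditions met; inactive means mean below 50% and too few replicates reaching it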;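 further: 0% = median of the neutral control wells and 100% = twice that signal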
GSK3A inh: blockers of GSK3A enzyme activity – biochemical, luminescence, cell-free homogeneous, HTS, primary screen; 320,000 tested, 0.1% active; inhibition, % at 10 µM; Glycogen synthase kinase-3 alpha (Homo sapiens), P49840; GSK-3 alpha kinase, ADP-Glo luminescence, 60 min;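 in the data active means inhibition above about 50%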;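 further: GST-tagged GSK-3 alpha with peptide substrate and 25 µM ATP; 0% = DMSO neutral wells and 100% = GW8510 positive control wells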
Target sequence (P49840 whole entry, looked up): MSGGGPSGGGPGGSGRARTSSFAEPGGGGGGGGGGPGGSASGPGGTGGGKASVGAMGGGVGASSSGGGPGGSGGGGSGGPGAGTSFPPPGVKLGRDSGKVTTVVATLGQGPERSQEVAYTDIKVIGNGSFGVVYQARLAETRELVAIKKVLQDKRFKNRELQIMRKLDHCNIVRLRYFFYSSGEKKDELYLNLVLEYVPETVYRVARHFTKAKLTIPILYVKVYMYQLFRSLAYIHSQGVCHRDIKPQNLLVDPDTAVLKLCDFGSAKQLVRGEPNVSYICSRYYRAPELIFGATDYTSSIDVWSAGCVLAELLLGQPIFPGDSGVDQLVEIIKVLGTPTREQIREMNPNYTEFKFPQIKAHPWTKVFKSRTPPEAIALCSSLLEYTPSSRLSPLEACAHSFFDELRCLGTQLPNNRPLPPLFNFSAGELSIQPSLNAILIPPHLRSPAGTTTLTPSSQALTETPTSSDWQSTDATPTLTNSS
HSP90 inh: HSP90 inhibitors, primary screen, cell lysate, luminescence | inhibition, % at 5.6 µM | 290,000 tested, 0.91% active | Heat shock protein HSP 90 (rabbit reticulocyte lysate; luciferase refolding) | Rabbit reticulocyte lysate, luciferase refolding luminescence, 3 h;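 active means inhibition above the screen-wide mean plus 3 SD, computed separately per campaign, cut at about 16% in these data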;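 further: 0% = DMSO wells and 100% = 60 µM geldanamycin wells; inhibitors lower the luminescence because luciferase stays unfolded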
GSK3beta inhib: human GSK3beta kinase inhibitors, primary screen, biochemical, cell-free homogeneous, HTS; activity score (negative = inhibition), % at 10 µM; 300,000 tested, 0.038% active; GST-GSK3beta kinase, ADP-Glo luminescence, 60 min; stronger effect = lower value;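 active means more than half of replicate wells score below -50%, meaning over 50% inhibition versus plate controls; inconclusive means some replicates but at most half score below -50%; inactive means no replicate scores below -50%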;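 further: 0% = median DMSO wells and -100% = median GW8510 positive control wells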
Target sequence (P49841 whole entry, looked up): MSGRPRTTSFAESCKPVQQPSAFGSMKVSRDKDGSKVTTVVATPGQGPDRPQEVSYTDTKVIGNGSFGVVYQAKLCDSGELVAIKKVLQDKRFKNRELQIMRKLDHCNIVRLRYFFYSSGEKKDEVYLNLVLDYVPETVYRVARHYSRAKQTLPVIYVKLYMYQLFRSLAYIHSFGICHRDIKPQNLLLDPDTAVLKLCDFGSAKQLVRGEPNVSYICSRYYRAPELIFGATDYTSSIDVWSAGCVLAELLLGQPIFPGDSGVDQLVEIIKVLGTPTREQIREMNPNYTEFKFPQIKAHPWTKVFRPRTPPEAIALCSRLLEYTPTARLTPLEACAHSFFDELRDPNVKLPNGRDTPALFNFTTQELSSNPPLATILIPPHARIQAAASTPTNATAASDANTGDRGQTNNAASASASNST
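Assay system: GST-fused GSK3beta enzyme, cell-free / Medium: Tris pH 7.5 buffer with MgCl2, DTT, BSA, heparin / Also added: peptide substrate plus 25 µM ATP (final) / Compound: 10 µM single point / Timing: kinase reaction with compound 60 min at room temperature / Detection: ADP-Glo luminescence / Benchmarks: DMSO neutral wells and GW8510 at 20 µM as positive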
aSyn 5UTR inh: MLPCN primary screen, SNCA 5' untranslated region; 300,000 tested, 0.82% active; inhibition, % (tested at 7.5 µM); alpha-synuclein 5'UTR reporter, inhibitor activity; in the data active means inhibition above about 60%; inconclusive means no clear call, values can overlap the other calls;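 further: H4 neuroglioblastoma cells stably carrying SNCA 5'UTR luciferase fusion; 0% = DMSO wells and 100% = positive control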
DYRK1A inh: rat Dyrk1A kinase inhibitors, primary screen, biochemical, single point, plate reader; Dual specificity tyrosine-phosphorylation-regulated kinase 1A (Rattus norvegicus), Q63470; ADP-Glo luminescence, NFATc1 peptide; inhibition, % at 12.5 µM; 310,000 tested, 0.43% active; in the data active means inhibition above about 50%;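 further: plate controls were vehicle with enzyme for no effect and no enzyme for full effect; many of its hits are not listed in these tables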
HSF1 inhib: HSF1 inhibitors in luciferase reporter cells, primary screen, cell-based, NIH3T3, luminescence | NIH3T3-HGL HSE-luciferase, MG132-induced, luminescence 8 h; stronger effect = lower value | activity change, negative = inhibition, % at 7.5 µM (by protocol) | 300,000 tested, 0.77% active | AID 2098, 2009;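 active means more than half of replicate wells show activity change below -50%, luminescence cut by over half; inconclusive means some wells, but at most half, below -50%; inactive means no replicate well below -50%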;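 further: luciferase reports HSF-1 transcriptional activity via heat shock element; 0% = median of DMSO wells and -100% = zero luminescence signal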
Platelet DG rel: inhibitors of platelet dense granule secretion, primary screen, cell-based, MLPCN, human platelets | human platelet-rich plasma, SFLLRN dense granule ATP release, luminescence | inhibition, %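 (compounds screened at 7.5 µM in platelet-rich plasma)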 | 300,000 tested, 0.22% active | AID 1663, 2009;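 active means mean replicate score, as percent of positive control, at or above 50; inconclusive means mean below 50 but at least one replicate at or above 50; inactive means mean and every replicate below 50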
The depositor's hits bear a star; ? = inconclusive; . = no result given. Only part of the results is shown (hit frequency here may not be typical).

Each structure is followed by: IEC-6 tox, KLF5 inh, HSF-1 act, GSK3A inh, HSP90 inh, GSK3beta inhib, aSyn 5UTR inh, DYRK1A inh, HSF1 inhib, Platelet DG rel
O=C1C2C3C=CC([C@@H]2C(=O)N1Cc1cccnc1)C31CC1 (stereo partly specified)
    -7, -15, -5, -1, -1, 3, -7, -2, -5, 13
COC(=O)C1=[N+]([O-])OC(C(=O)OC)C1c1c[nH]c2ccccc12 (stereo unspecified)
    4, -7, -8, 0, 6, 2, -12, 1, -3, 10
CC1CCN(S(=O)(=O)N2CCCC(C(=O)NCc3ccccc3Cl)C2)CC1 (stereo unspecified)
    4, -19, 4, -2, 0, -4, 11, ., 10, 5
CCN(CC)CCN(Cc1cc2cc(C)cc(C)c2[nH]c1=O)C(=S)NCc1ccco1
    7, 2, 39, 0, 0, 2, -5, 7, -1, -1
CCCC(=O)N(c1ccc2oc(=O)sc2c1)S(=O)(=O)c1cccs1
    -8, -7, ., -1, -3, ., ., -1, ., .
COc1ccc(CNC(=S)NC2CCCCC2)cc1
    3, -24, 4, 1, -3, 1, -3, ., 4, 10
COCC(=O)Nc1nnc(-c2ccc(C(C)(C)C)cc2)s1
    7, -87, 7, -2, 6, 1, -59, 7, 20, 7
O=C(C1CCN(c2ccc(N3CCOCC3)nn2)CC1)N1CCN(c2ccc(F)cc2)CC1
    11, -2, 10, -5, 6, 0, -16, 5, 0, 1
CC(=O)c1c(O)c2ccccc2n(C2CCCCC2)c1=O
    3, 0, -16, 1, 1, 1, 35, 1, -14, 11
COc1cc(CCCN2C(N)=NC[C@@H]2c2ccccc2)cc(OC)c1OC
    ., ., 0, -1, ., 1, 0, -1, -6, -5
COc1nc(NCc2cccnc2)nc(OC)n1
    3, 13, ., 2, 4, -3, ., -1, ., -5
CCn1c(SCC(=O)OC(C)C)nnc1-c1ccccc1OC
    -3, -14, 0, 2, -1, -2, 12, -5, 1, 3
Cc1c(CCC(=O)NCCCCCC(=O)O)c(=O)oc2cc3occ(-c4ccccc4)c3cc12
    -7, -26, -24, -1, 1, 2, -4, 4, -1, 14
COc1ccc(OC)c(C(C)NC(=O)C(C)Cc2ccccc2)c1 (stereo unspecified)
    -5, -25, -9, -2, -6, -3, 6, -6, 1, -2
Cc1cc(NC(=O)/C=C/c2cccc(Cl)c2)n(-c2nc3ccccc3[nH]2)n1
    3, -21, -4, ., 0, -1, 25, ., -17, ?
CCCC(C(=O)NC1CCCC1)N(C(=O)Cn1nnc(-c2ccc(C)o2)n1)c1ccccc1OC (stereo unspecified)
    -4, 1, -6, 1, 1, 2, 8, 3, 0, 4
O=C(Cn1cnc2ccccc2c1=O)NCc1ccc2c(c1)OCO2
    -7, -17, ., -3, 4, ., ., 1, ., .
COc1ccc(OC)c(C2CC(=O)C3=C(C2)NC(=O)CC3c2ccc(O)c(OC)c2)c1 (stereo unspecified)
    4, -15, 14, 7, -1, -6, 15, -1, -2, 20
O=C(CCNC(=O)Cn1cnc2ccccc2c1=O)NCC1CCCO1 (stereo unspecified)
    3, 3, 7, -2, -1, 1, 14, 5, 2, 6
CC12CCC(=O)C=C1CCC1C2C(=O)CC2(C)C1CCC2(O)C(=O)CO (stereo unspecified)
    4, -15, -2, -1, -3, -1, -8, 5, 2, -6
CN1CCN(c2ccccc2NC(=O)c2ccc(N3CCCC3)c([N+](=O)[O-])c2)CC1
    -2, -28, -2, -7, -1, -8, -22, 1, -4, 1
Cc1[nH]c(C)c(S(=O)(=O)N2CCCCC2)c1C(=O)N1CCCC1
    -10, -12, 11, -1, -3, 5, -7, 3, 0, 5
COc1cccc2cc(-c3cn4ccc(C)cc4n3)c(=O)oc12
    -4, -88, 42, -3, 8, 0, -88, 20, 16, -5
COc1cccc(NC(=O)c2oc3ccccc3c2NC(C)=O)c1
    8, -78, -4, -2, 2, 2, -121, 1, -4, 6
Cc1cnc(C(=O)NC2CC(C)(C)Cc3c2cnn3-c2cccc(F)c2)cn1 (stereo unspecified)
    7, 1, 0, ., 5, 4, 6, 2, 14, 2
CCC1CCCCN1CCCNC(=O)c1ccc(CS(=O)(=O)c2ccc(Br)cc2)o1 (stereo unspecified)
    -3, -43, -8, -2, -3, -1, -9, -2, -4, -1
Cc1occc1-c1nnc(SCC(=O)c2ccc3c(c2)OCCO3)n1CC1CCCO1 (stereo unspecified)
    3, -19, -7, -1, 2, 1, 5, -1, 0, 1
O=C1CN(c2ccc(F)cc2)C(=S)N1c1ccccc1
    2, -38, 22, 2, -3, 2, 5, 3, 10, 0
Cn1nnc(NC(=O)CSc2ncn[nH]2)n1
    5, -28, -3, 3, 10, -7, 9, -2, -1, 0
Cc1ccc2[nH]c(=O)c(CN(Cc3ccccc3)Cc3nnnn3C3CCCC3)cc2c1
    -6, -23, 34, -3, -3, 2, 30, 6, 31, -3
CC1CCc2sc(C(=O)N(C)CC(=O)Nc3ccc(N4CCOCC4)cc3)cc2C1 (stereo unspecified)
    -3, -25, 3, 5, -2, -4, 15, 4, 6, 17
COc1ccc(C2C(O)C(c3c[nH]c4ccccc34)=NN2C(=O)CCl)cc1 (stereo unspecified)
    102*, 102*, 0, 12, 7, -3, 108*, 7, -2, -6
O=C(COC(=O)c1c(Cl)cccc1Cl)NC1CCCCC1
    3, -10, 3, -2, -2, -3, -36, 1, 11, -1
O=C(/C=C/c1ccc(Cl)cc1Cl)c1ccc[nH]1
    1, -11, 32, -1, 0, 4, -139, 3, 4, 12
Cc1nc(-c2ccccc2)[nH]c(=O)c1Oc1ccc(Cl)cc1Cl
    -5, -17, -13, 0, 5, 3, 3, -5, 1, -3
Cc1ccc2nc(N(CCCN(C)C)C(=O)c3ccc(S(=O)(=O)N(C)C)cc3)sc2c1
    -3, -13, -40, 0, 1, -3, 16, 5, -37, -11
CC(C)N1CCC(NC(=O)Nc2ccccc2)CC1
    4, 6, -9, -3, -1, 4, 24, -1, -8, -2
COc1ccc(CCNc2nc(-c3ccncc3)cs2)cc1OC
    4, -37, -1, 3, -2, -1, -6, 39, -3, 6
O=C(c1ccccc1F)N1CCN(Cc2ccc3c(c2)OCO3)CC1
    -3, -30, 3, -3, 9, 1, 0, 13, -3, 5
O=C(Nc1ccc(S(=O)(=O)NCc2ccco2)cc1)c1ccc(F)cc1
    3, -14, 12, -1, -2, -1, -39, 4, 1, ?
COc1ccc(S(=O)(=O)N2CCC(c3nc4ccccc4[nH]3)CC2)cc1
    12, 10, 12, 0, 3, -1, 15, -2, -1, -10
c1ccc2c(c1)ncn2CCCCOc1ccc2c(c1)CCC2
    -4, -17, -6, ., 4, -2, -20, -4, 3, -10
O=C(CCNC(=O)c1ccc(Cl)cc1)Nc1ccncc1
    ., ., 3, 2, ., -2, -9, 2, 2, -1
CC(C)C(=O)NC(Nc1cccc2cccnc12)C(Cl)(Cl)Cl (stereo unspecified)
    -3, -24, 0, -5, 3, 3, 2, -1, 0, -1
O=C(NC1CCCC1)C(c1cccs1)N(C(=O)c1ccno1)c1ccccc1 (stereo unspecified)
    1, -6, -5, 1, -2, 4, 13, -1, 1, .
O=C(CCCN1C(=O)/C(=C/c2ccccc2Cl)SC1=S)NNC(=O)c1ccccc1
    -11, -2, -27, 2, 0, -2, 62*, 3, -26, 0
Cc1cc2c(c(=O)o1)C(C1C=CCCC1)C(C#N)=C(N)O2 (stereo unspecified)
    -2, 2, -3, -2, -1, 0, 18, -1, -3, -3
COc1ccc(C(=O)O)cc1S(=O)(=O)NCCN(C)C
    0, -14, 2, -1, 5, 1, -3, -1, -4, 13
CCn1c(SCC(=O)C(C)(C)C)nnc1-c1cccnc1
    0, 15, 10, -2, 2, -2, 11, -7, -3, 6
CCOC(=O)c1nc(C)n(-c2cc(Cl)cc(Cl)c2)n1
    6, -21, -13, -1, 2, 0, 10, -4, -6, -6
CCOCCn1c(CN2CCN(C)CC2)nc2c1c(=O)n(C)c(=O)n2C
    ., ., -18, -2, ., 0, -15, 0, -4, 0
CCCn1c(C)cc(C(=O)COC(=O)c2nccnc2N)c1C
    -8, -152, 12, 1, 25*, 1, 15, -1, 1, 2
C=C(C)C(=O)Nc1cccc(C2=NOC3(C2)C[C@@H](C(N)=O)N(C(=O)/C=C/C=C/C)C3)c1 (stereo partly specified)
    ., ., 30, 5, ., -2, 5, -21, 4, 1
COc1ccc(N2CCN(C(=O)c3ccc(C)c(NC(=O)C4=C(C)OCCS4)c3)CC2)cc1
    -2, -15, -32, 1, -6, 1, 1, -2, -11, 9
COc1ccccc1CNC(=O)COc1ccc(S(=O)(=O)N2CCOCC2)cc1
    ., ., -2, -1, ., 2, -16, -11, -3, -3
O=C(c1cccs1)N(Cc1ccco1)C1CCS(=O)(=O)C1 (stereo unspecified)
    -1, -19, 0, -2, 0, 2, 37, -1, -5, 5
CCOC(=O)c1[nH]c2ccc(OC)cc2c1NC(=O)c1ccc2c(c1)OCO2
    3, 10, -1, 1, 2, 3, -23, 1, -4, 0
